Screens: PubChem BioAssay, National Center for Advancing Translational Sciences (NCATS)
NPSR antag: qHTS Assay for Antagonists of the Neuropeptide S Receptor: cAMP Signal Transduction | Q6W5P4 | 220,000 compounds, 1% hits | CHO-NPSR cells, cAMP TR-FRET, antagonist mode | Potency, µM (highest dose often 38.3 µM), without a hit: at the top dose activity change, negative = inhibition, hits mostly inhibitors; note: % is set by controls: 0 for no effect and ±100 for the full control effect; nearly all actives have a fitted effect of over 50% in size; many of its hits are not listed in these tables
Target sequence (Q6W5P4 whole entry, looked up): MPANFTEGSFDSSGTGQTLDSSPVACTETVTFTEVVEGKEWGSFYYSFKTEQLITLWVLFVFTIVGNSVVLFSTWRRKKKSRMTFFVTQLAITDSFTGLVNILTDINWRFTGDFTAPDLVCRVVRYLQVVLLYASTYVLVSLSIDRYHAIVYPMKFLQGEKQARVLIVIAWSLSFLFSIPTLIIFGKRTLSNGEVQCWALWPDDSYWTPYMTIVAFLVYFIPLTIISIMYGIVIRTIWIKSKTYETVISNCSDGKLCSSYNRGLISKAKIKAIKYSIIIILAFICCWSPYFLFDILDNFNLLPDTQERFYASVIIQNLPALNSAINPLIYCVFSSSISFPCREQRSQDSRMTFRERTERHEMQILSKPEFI
Epigenetic reg: Quantitative High-Throughput Screen for Regulators of Epigenetic Control; murine LDR cells, GFP reporter derepression, 30 h; Potency, µM (series often up to 53.9 µM), inactives show top-dose GFP activation, actives largely listed as activators; 280,000 compounds, 0.2% hits; note: % of control where 0% means no effect; nearly all actives have a fitted effect of over 60% in size
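GFP-positive cell count by laser-scanning cytometry (objects 20–120 um) after 30 h, 37 C compound exposure of murine LDR cells; reporter is CMV-GFP integrated at a silenced locus, inducible by HDAC or DNMT inhibitors.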
Luc counter: Counterscreen for Luciferase (Kinase-Glo TM) Inhibition; Kinase-Glo luciferase, ATP luminescence, 8 min; Potency, µM (highest dose often 38.3 µM), for the others: at the highest dose activity change, negative = inhibition, actives largely listed as inhibitors; 200,000 compounds, 0.28% hits; AID 1379, 2008; note: % is set by controls: 0 for no effect and ±100 for the full control effect; nearly all actives have a fitted effect of over 60% in size
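Compounds were added to a substrate mix at pH 7.2 (50 mM imidazole, 10 uM ATP, within the enzyme's linear range), followed by Kinase-Glo detection reagent; luminescence was measured after 8 minutes at ambient temperature.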
SMN2 splice enh: qHTS Assay for Enhancers of SMN2 Splice Variant Expression. HEK293 SMN2-luciferase splicing reporter, luminescence, 30-36 h. Potency, µM (highest dose often 46.1 µM), for inactives: at the top dose activity change, positive = activation, hits mostly activators. 210,000 compounds, 2.8% hits; note: % of control where 0% means no effect; nearly all actives have a fitted effect of over 55% in size
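HEK293 cells carry an SMN2 minigene-luciferase reporter in which exon 7 inclusion puts luciferase in frame. Cells were seeded at 2000 cells/well, attached for 10-12 hours, then exposed to compounds for 30-36 hours at 37C before ONE-Glo luminescence.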
IMPase Li cell: qHTS Assay for Identifying the Cell-Membrane Permeable IMPase Inhibitors: Potentiation with Lithium; Potency, µM (doses to about 59.4 µM), inactives show at the highest dose activity, negative = IMPase inhibition, hits mostly inhibitors; AID 1457, 2008; 210,000 compounds, 0.35% hits; CHO-M1 cells, IP1 TR-FRET (IP-One), carbachol + lithium;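 note: IP1 builds up when IMPase is blocked and the TR-FRET signal falls; plate controls were basal vehicle for no effect and high inhibitor control for full effect; nearly all actives have a fitted effect of over 50% in size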
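CHO cells stably expressing M1 receptor (2000/well, cultured 16–30 h) treated 30 min at 37C with compound plus low lithium. Cytosolic IP1 by TR-FRET (665/620 ratio and 620 channel) after 10 min lysis; AC50 by Hill fit.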
JMJD2E inh: qHTS Assay for Inhibitors of Human Jumonji Domain Containing 2E (JMJD2E); Lysine-specific demethylase 4E (Homo sapiens), B2RXH2; JMJD2E catalytic domain, FDH-coupled NADH fluorescence (FDH is formaldehyde dehydrogenase); Potency, µM (series often up to 57.1 µM), for the others: top-dose activity change, negative = inhibition, hits mostly inhibitors; 230,000 compounds, 1.6% hits; AID 2147, 2009; active = well fitted inhibition curve with a large enough effect, not every such curve was filed as active; inconclusive = small, poorly fitted or top-dose-only effect, or another doubt; inactive = no such curve, though single readings can be large or run the other way;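 note: 0% = wells with enzyme and -100% = buffer wells without enzyme; nearly all actives have a fitted effect of over 50% in size; many of its hits are not listed in these tables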
Target sequence (B2RXH2 1-337 limits assumed): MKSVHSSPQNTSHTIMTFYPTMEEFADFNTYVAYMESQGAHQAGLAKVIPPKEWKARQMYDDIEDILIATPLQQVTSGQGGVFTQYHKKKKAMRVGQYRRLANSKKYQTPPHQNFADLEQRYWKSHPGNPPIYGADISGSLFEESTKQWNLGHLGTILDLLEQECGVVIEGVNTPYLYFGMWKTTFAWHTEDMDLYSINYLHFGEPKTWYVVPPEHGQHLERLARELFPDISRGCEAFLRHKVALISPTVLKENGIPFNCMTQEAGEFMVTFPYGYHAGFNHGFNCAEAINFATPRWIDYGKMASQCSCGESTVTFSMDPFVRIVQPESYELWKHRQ
RGS12 GoLoco inh: qHTS Assay for Inhibitors of RGS12 GoLoco Motif Activity (Red Fluorophore). Potency, µM (titrated, usually from 61.6 µM), inactives show at the highest dose activity, negative = inhibition, actives largely listed as inhibitors. 230,000 compounds, 0.44% hits. Gai1:RGS12 GoLoco peptide FP, rhodamine, 10 min. Guanine nucleotide-binding protein G(i) subunit alpha-1 (Homo sapiens), P63096; active = well fitted inhibition curve with a large enough effect, not every such curve was filed as active; inactive = no such curve, though single readings can be large or run the other way; note: % is set by controls: 0 for no effect and ±100 for the full control effect; nearly all actives have a fitted effect of over 30% in size; many of its hits are not listed in these tables
Target sequence (P63096 whole entry, looked up): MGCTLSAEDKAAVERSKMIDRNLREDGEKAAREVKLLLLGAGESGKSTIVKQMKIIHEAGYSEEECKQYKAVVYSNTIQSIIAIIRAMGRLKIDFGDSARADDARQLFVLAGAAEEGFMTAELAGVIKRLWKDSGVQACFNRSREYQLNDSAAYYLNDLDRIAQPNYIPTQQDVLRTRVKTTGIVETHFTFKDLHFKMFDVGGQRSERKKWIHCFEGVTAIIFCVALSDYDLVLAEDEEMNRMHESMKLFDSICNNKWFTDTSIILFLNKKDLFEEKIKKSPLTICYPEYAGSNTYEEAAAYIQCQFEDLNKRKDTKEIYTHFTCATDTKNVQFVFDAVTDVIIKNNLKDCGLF
RECQ1 helicase: qHTS Assay for Inhibitors of RecQ-Like Dna Helicase 1 (RECQ1); RECQ1 DNA unwinding, red fluorescence kinetic read; ATP-dependent DNA helicase Q1 (Homo sapiens), P46063; AID 2549, 2010; 240,000 compounds, 0.54% hits; Potency, µM (titrated, usually from 57.3 µM), for the others: top-dose activity, negative = inhibition, actives largely listed as inhibitors;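 note: plate controls were vehicle for no effect and no enzyme for full effect; nearly all actives have a fitted effect of over 30% in size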
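50 nM RECQ1T1 preincubated 15 min with compound in Tris pH 8.0 buffer with MgCl2, DTT, Tween-20 and 2.5 ug/ml poly(dI-dC); started with 200 nM TAMRA/BHQ-2 forked duplex and 2 mM ATP. Unwinding read as fluorescence (525/598 nm), two reads 2 h apart.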
* hit, by the source's call; i = inactive; ? = inconclusive; · = not tested or not shown; [ ] = another dose, or the depositor's remark. Unless noted, calls come from the whole dose curve; as a rule, active = well fitted curve in the direction sought with a large enough effect; inconclusive = small, poorly fitted or top-dose-only effect, or another doubt; inactive = no such curve, though single readings can be large; an effect the other way counts as inactive or inconclusive. Potency is the fitted concentration of half-maximal effect. Not all compounds are listed (hit frequency here may not be typical).

SMILES	NPSR antag	Epigenetic reg	Luc counter	SMN2 splice enh	IMPase Li cell	JMJD2E inh	RGS12 GoLoco inh	RECQ1 helicase
CC(=O)Nc1ccc(S(=O)(=O)NCC(C)NS(=O)(=O)c2ccc(NC(C)=O)cc2)cc1 (stereo not given)	2.1%[46.1 µM]	0.0%	1.8%	1.7%	16.0%[38.3 µM]	4.3%	4.5%	-16.0%
CCCCC1=CC2=C(c3ccco3)C(=O)C(C)(OC(=O)c3ccc(OC)cc3)C(=O)C2=CN1C1CCCCC1 (stereo not given)	10µM*	?	3.3%[7.66 µM]	-1.7%[9.22 µM]	5.2%	?	2.9%[14.2 µM]	-4.4%[11.5 µM]
COc1ccc(OC)c(Cc2nnc(CCC(=O)N3CCCCC3c3nccs3)o2)c1 (stereo not given)	4.1%	1.1%	0.5%	·	4.8%	-1.4%	10.9%	i
COCCCNC(=O)c1cc(Sc2nnc(C)s2)nc2ccccc12	6.7%	0.1%	·	·	·	?	5.0%	-2.9%
C=CCn1c(SCC(=O)N2CCCCC2)nnc1-c1ccncc1	13.3%	-6.3%	0.0%	-33.4%[inhibitor]	8.8%	-0.2%	0.6%	i
COc1cc(/C=N/NC(=O)C(Cc2c[nH]c3ccccc23)NC(=O)OCC(C)C)cc([N+](=O)[O-])c1OCc1ccccc1 (stereo not given)	30.0%	-0.5%	1.9%	·	-2.1%	-11.0%	12.8%	-6.6%
CCN(CC)CCNC(=O)Cn1c(C)cc2ccccc2c1=O	-4.3%[46.1 µM]	-0.1%	-4.0%	-0.6%	21.1%[38.3 µM]	?	1.6%	i
COc1ccc(OC)c(/C=N/NC(=O)c2[nH]ncc2Br)c1	9.1%[7.67 µM]	-0.3%	·	·	·	?	4.4%	-15.7%
O=C(O)c1cccc(Nc2ncnc3c2cnn3-c2ccccc2)c1	-11.3%[46.1 µM]	1.9%	-4.1%	12.6µM*	14.3%[38.3 µM]	-0.6%	-4.6%	i
CC(C)NC(=O)[C@@H]1C[C@H]1[C@@H](NC(=O)OCc1ccccc1)c1ccccc1	·	1.1%	0.6%	-3.9%	-2.3%	10.5%	-1.8%	i
O=C(CN1CCc2ccccc2C1)NC1CCCC1	4.1%	2.0%	0.8%	5.4%	10.5%	0.6%	2.8%	9.4%
O=C1CC(c2ccccc2)CC2=C1C(c1ccccn1)Nc1ccccc1N2 (stereo not given)	-17.0%[46.1 µM]	1.5%	-1.5%	-5.9%	17.6%[38.3 µM]	-4.3%	14.4%	-5.7%
CNc1c([N+](=O)[O-])cnn1-c1ccccc1F	8.1%	1.1%	-3.2%	?	-1.6%	-14.0%	0.6%	i
CC(=O)Nc1ccccc1OCC(=O)N(Cc1ccccc1)C(C)C	31.9%	0.0%	0.6%	-61.7%[inhibitor]	7.1%	5.9%	-29.5%	6.4%
NS(=O)(=O)c1ccc(-c2ccc(/C=N/NC(=O)c3ccccc3O)o2)cc1	-18.9%	-0.9%	·	·	·	?	-3.6%	20.9%
C/C(=N/NC(=O)CN1CCN(Cc2ccccc2Cl)CC1)c1cccs1	-6.5%	0.1%	·	·	·	3.0%	9.1%	-1.5%
CC(C)(C)NC1=CC(=O)OC12CCCCC2	4.1%[46.1 µM]	-5.7%	-0.5%	-1.7%	6.1%[38.3 µM]	7.7%	3.2%	-3.8%
CCC(=O)OCC(=O)[C@@]1(OC(=O)CC)[C@H](C)C[C@@H]2[C@@H]3[C@H]([C@@H](O)C[C@@]21C)[C@]1(C)C=CC(=O)C=C1C[C@@H]3Cl	·	1.1%[16.9 µM]	0.2%[17.1 µM]	0.0%[20.6 µM]	7.7%	7.9%[25.5 µM]	11.0%[21.6 µM]	-8.3%[25.9 µM]
COc1ccc(NC(=O)Nc2nnc(CC(=O)NCc3ccccc3)s2)cc1	3.8%	1.2%	-0.2%	12.5%	2.6%	-0.2%	12.5%	i
COc1cccc(N2CC(C)Cn3c2nc2c3c(=O)n(CCN3CCOCC3)c(=O)n2C)c1 (stereo not given)	-6.8%[46.1 µM]	0.2%	0.7%	-5.5%	-2.2%[38.3 µM]	-8.4%	0.0%	1.1%
NCCC[C@@H](CC(=O)N[C@@H]1CCCC[C@H]1C(=O)N[C@H](CC(=O)N[C@@H](CCC(=O)O)CC(=O)O)Cc1c[nH]c2ccccc12)NC(=O)C[C@H](Cc1ccccc1)NC(=O)[C@@H]1CNCC[C@H]1N	·	-0.3%	-1.1%	-0.9%	39.6%[activator]	-15.1%	4.4%	-12.6%
O=C1C(C2=NC(c3ccccn3)C3C(=O)N(c4ccc(Cl)cc4Cl)C(=O)C23)=C(O)c2ccccc21 (stereo not given)	?	7.9%	·	·	·	-2.8%	6.9%	-1.2%
O=C(c1ccc(-n2nc(C(F)(F)F)c3c2CCCC3)cc1)N1CCOCC1	-17.8%	-4.6%	1.3%	-0.6%	-2.6%	6.9%	-7.0%	-4.1%
O=C(C1CCN(S(=O)(=O)c2cccc3nsnc23)CC1)N1CCc2ccccc2C1	-22.1%[46.1 µM]	0.0%	-1.9%	-4.2%	7.9%	7.0%	-0.3%	-4.3%
CCCCCCCc1nn2c(=O)cc(O)nc2s1	-2.1%	3.7%	-0.6%	-5.6%	5.4%	?	2.3%	-16.8%
COc1ccc(-c2nc(-c3ccccc3)c(-c3cccs3)[nH]2)cc1OC	-17.1%[46.1 µM]	-3.8%	-6.0%	20.4%	37.1%[38.3 µM]	?	-9.4%	i
CC(C)CCN(CC(=O)NC(C)(C)C)C(=O)C(=O)Nc1ccc2c(c1)OCCO2	-7.1%	-1.5%	3.4%	0.9%	5.4%	6.8%	12.2%	i
Cc1ccc2cccc(S(=O)(=O)N3CCN(c4cccc(Cl)c4)CC3)c2n1	-23.1%[46.1 µM]	-2.1%	1.1%	?	29.6%[38.3 µM]	?	11.2%	-9.3%
CCCCC(C(=O)NC1CCCC1)N(Cc1ccco1)C(=O)Cn1nnc(-c2ccc(F)cc2)n1 (stereo not given)	-29.6%[46.1 µM]	0.7%	-1.1%	-4.2%	30.3%[activator][38.3 µM]	1.0%	-1.0%	6.8%
O=C(Cn1cc(C(F)(F)F)ccc1=O)N/N=C/c1cccc(Cl)c1Cl	5.1%	0.0%	-3.7%	-17.1%	7.2%	-6.9%	4.0%	-4.9%
COc1ccc(NC(=O)Cc2c[nH]c3ccccc23)cc1S(=O)(=O)N1CCCCC1	-18.9%	-1.8%	0.2%	-8.7%	-2.6%	0.4%	-1.9%	-0.1%
O=C(N/N=C/c1cccc2cccnc12)c1ccccc1O	-38.2%	0.0%	·	·	·	?	15.0%	-1.0%
Nc1ncnc2nc(SCCOc3ccc(Cl)cc3)[nH]c12	8.9%	0.1%	-2.8%	-16.7%	1.1%	2.8%	0.0%	i
Cc1cccc(C)c1N=Cc1c(O)n(-c2nccs2)c(=O)c2ccccc12	?	0.0%	0.2%	-4.6%	4.1%	?	12.9%	-22.8%
CC(C)n1nc(C(=O)Oc2cc(Cl)ccc2Cl)c2ccccc2c1=O	-41.3%	1.1%	1.8%	-4.4%	-0.1%	12.6%	-8.0%	5.3%
CCOC(=O)CSC1=C(C#N)C(c2ccccc2C)C2=C(CCCC2=O)N1 (stereo not given)	-12.5%[46.1 µM]	1.0%	-0.6%	·	-1.9%[38.3 µM]	?	1.7%	-3.4%
CCOc1ccc(/C=N/NC(=O)c2csc(C)c2C)c(OCC)c1	-23.6%	8.0%	-1.4%	-13.8%	5.0%	-22.0%	-3.0%	-0.2%
CC(C)Sc1nnc([C@@H]2CCCN2C(=O)OC(C)(C)C)o1	-7.5%[46.1 µM]	-1.0%	-1.1%	9.4%	19.9%[38.3 µM]	5.8%	2.7%	-1.6%
O=C(Cn1cnc2c(oc3ccccc32)c1=O)N1CCN(c2ccccc2)CC1	3.7%[46.1 µM]	1.4%	-1.7%	2.1%	-12.0%[38.3 µM]	-2.2%	2.7%	-1.2%
Cc1nn2c3ccccc3n(Cc3ccccc3)c2nc1=O	-12.2%[46.1 µM]	0.0%	1.2%	15.0%	2.7%	-13.9%	-2.6%	9.8%
CC(C)Cc1nc2sc3c(c2c(=O)n1N)CC(C(C)C)OC3 (stereo not given)	-14.2%	-0.5%	·	·	·	3.8%	14.8%	-1.5%
COc1ccc(/C=C2/S/C(=N/S(=O)(=O)Cc3ccccc3)NC2=O)cc1OC	?	2.4%	·	·	·	?	9.5%	-1.0%
N#Cc1c(N2CCCC2)ccc(Br)c1Cl	19.6%	1.6%	·	·	·	2.3%	6.7%	i
O=C(CN(Cc1ccc(Cl)c(Cl)c1)S(=O)(=O)c1ccccc1)N/N=C\c1ccc2c(c1)OCO2	?	-0.3%	0.1%	-35.1%	29.7%[38.3 µM]	-13.5%	4.8%	-13.9%
CNC(=O)c1ccc(=O)n(Cc2cccc(C(F)(F)F)c2)c1	5.6%	-0.3%	-1.1%	18.0%	1.2%	4.2%	-3.3%	i
O=C1CN(C(=O)COC(=O)C23CC4CC(CC(O)(C4)C2)C3)c2ccccc2N1	7.3%[46.1 µM]	0.0%	2.1%	-8.4%	21.9%[38.3 µM]	2.3%	-4.0%	0.4%

Structures listed so far that contain a nitro group on carbon:
SMILES	NPSR antag	Epigenetic reg	Luc counter	SMN2 splice enh	IMPase Li cell	JMJD2E inh	RGS12 GoLoco inh	RECQ1 helicase
COc1cc(/C=N/NC(=O)C(Cc2c[nH]c3ccccc23)NC(=O)OCC(C)C)cc([N+](=O)[O-])c1OCc1ccccc1 (stereo not given)	30.0%	-0.5%	1.9%	·	-2.1%	-11.0%	12.8%	-6.6%
CNc1c([N+](=O)[O-])cnn1-c1ccccc1F	8.1%	1.1%	-3.2%	?	-1.6%	-14.0%	0.6%	i
